Screening results as filed in PubChem BioAssay.
PKA-R2B act: activators of PKA-R2B holoenzyme, primary screen, biochemical, fluorescence polarization, Cy5-IP20, human; hit rate 0.079% among 340,000; PKA-R2B holoenzyme dissociation; R2B truncated from residue 108, S112A mutant; 0% DMSO only, 100% 113 µM cGMP; activation, % at 11.4 µM; cAMP-dependent protein kinase catalytic subunit beta (Homo sapiens) + cAMP-dependent …;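 active = activation above a cutoff set at the mean over all compounds plus 3 SD, cut at about 18% in these data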;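 note: higher means more holoenzyme dissociation and a rise in polarization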
Target sequence (P31323 whole entry, looked up, other chains not shown, the tested form may be a part): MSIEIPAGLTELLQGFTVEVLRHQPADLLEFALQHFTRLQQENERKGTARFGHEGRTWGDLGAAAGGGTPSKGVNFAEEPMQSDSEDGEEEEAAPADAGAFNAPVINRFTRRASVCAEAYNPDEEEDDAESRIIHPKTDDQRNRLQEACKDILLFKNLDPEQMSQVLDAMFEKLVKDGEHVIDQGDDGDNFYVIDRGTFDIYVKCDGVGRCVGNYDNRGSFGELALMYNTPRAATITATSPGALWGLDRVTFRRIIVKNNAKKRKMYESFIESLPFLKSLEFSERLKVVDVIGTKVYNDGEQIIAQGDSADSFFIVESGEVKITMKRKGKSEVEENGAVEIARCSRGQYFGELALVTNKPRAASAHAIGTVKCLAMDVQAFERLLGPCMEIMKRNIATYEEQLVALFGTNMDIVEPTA
SUMO Mot1 rescue: yeast Mot1-301 growth rescue at high temperature, primary screen, SUMOylation pathway inhibitor project, S. cerevisiae, ATP luminescence, 38.5C; S. cerevisiae Mot1-301 growth rescue; percent above DMSO median, 100 means doubled; growth rescue, % at 18.8 µM; hit rate 1% among 320,000; AID 2716, 2010;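 active = every valid replicate shows activation above 250% relative to neutral control wells; inactive = the rest, any valid replicate at or below 250%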;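 note: OY570 slx delta 5 strain wells were the positive control but not used for scaling; some compounds called inactive have numbers as strong as hits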
Ecoli viability: E. coli V3065 growth inhibition, primary screen, counter-screen for AddAB inhibitor project, absorbance, OD600; 18 h; inhibition, % at 11.9 µM; hit rate 0.27% among 330,000;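 active = inhibition above the campaign's mean inhibition across all tested compounds plus 3 SD, cut at about 9.9% in these data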;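 note: uninfected addAB+ strain grown without phage in ampicillin broth; 0% = DMSO wells and 100% = ciprofloxacin 0.95 µg/ml wells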
DAGLB inh: DAGLB lipase inhibitors, primary screen, biochemical, fluorescence, HTS. Diacylglycerol lipase-beta (Homo sapiens), Q8NCG7. HEK293T DAGLB membrane lysate, EnzChek fluorogenic substrate. inhibition, % at 5.17 µM. hit rate 0.059% among 340,000; in the data active = inhibition above about 34%;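 note: 0% = enzyme with vehicle and 100% = wells lacking enzyme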
phage Ecoli inh: growth loss of phage-infected E. coli, primary screen, RecBCD inhibitor project, absorbance, with phage, HTS; inhibition, % at 11.9 µM; hit rate 0.26% among 360,000; in the data active = inhibition above about 11%
CDK5 p35 inh: inhibitors of human CDK5/p35 kinase, primary screen, biochemical, single concentration | hit rate 0.01% among 330,000 | Recombinant CDK5/p35, ADP-Glo luminescence, 60 min | Cyclin-dependent kinase 5 (Homo sapiens) + Cyclin-dependent kinase 5 activator 1 (Homo … | inhibition, % at 10 µM;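 active = highest replicate inhibition of at least 50% and at least 75% of replicates reaching 50%; inconclusive = only one of the two criteria met; inactive = both criteria failed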;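 note: plate controls were DMSO neutral control for no effect and GW8510 at 10 µM for full effect; many of its hits are not listed in these tables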
HTR5A inv ag: HTR5A inverse agonists in luminescence cell assay, primary screen, counter-screen for OPRM1-OPRD1 heterodimer inverse agonist project, full-deck HTS; 5-hydroxytryptamine receptor 5A (Homo sapiens), P47898; HTR5A cell line, inverse agonism; inhibition, % at 9.3 µM; hit rate 0.083% among 340,000; AID 504634, 2011; in the data active = inhibition mostly above about 23%, no sharp cut-off; inactive = mostly below about 18%;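 note: 0% = cells with DMSO and 100% = no-cell wells with DMSO; some compounds called inactive have numbers as strong as hits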
Target sequence (P47898 whole entry, looked up): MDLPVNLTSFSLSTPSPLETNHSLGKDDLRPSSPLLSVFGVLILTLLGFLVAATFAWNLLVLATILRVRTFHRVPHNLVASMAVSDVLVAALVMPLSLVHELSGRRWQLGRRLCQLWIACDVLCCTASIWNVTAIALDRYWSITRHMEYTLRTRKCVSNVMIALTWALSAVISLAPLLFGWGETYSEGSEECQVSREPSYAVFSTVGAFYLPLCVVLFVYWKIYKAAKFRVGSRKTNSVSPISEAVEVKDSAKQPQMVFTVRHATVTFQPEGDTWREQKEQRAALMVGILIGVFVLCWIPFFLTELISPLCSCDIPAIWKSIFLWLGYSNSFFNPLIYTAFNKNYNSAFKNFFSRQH
AddAB inh: growth inhibition of E. coli expressing H. pylori AddAB, primary screen, AddAB inhibitor project, absorbance; AID 435030, 2010; hit rate 0.29% among 330,000; inhibition, % at 11.9 µM; in the data active = inhibition above about 12%;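 note: 0% = vehicle wells of infected cells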
Tat export inh: E. coli Tat export inhibitors, primary screen, MC4100, TorA-mCherry reporter, fluorescence, single point. inhibition, % at 10 µM. hit rate 0.036% among 340,000. AID 488895, 2010;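 active = mean replicate inhibition at least 50% and at least half of replicates individually reaching 50%; inconclusive = only one of the two criteria met; inactive = neither criterion met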;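 note: exported cargo escapes ClpAP degradation while cytoplasmic cargo is degraded and loses fluorescence; 0% = median of neutral control wells and 100% = median of NaSCN control wells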
HTR5A ag: HTR5A agonists in luminescence cell assay, primary screen, counter-screen for OPRM1-OPRD1 heterodimer agonist project, full-deck HTS | hit rate 0.61% among 340,000 | cell-based | 5-hydroxytryptamine receptor 5A (Homo sapiens), P47898 | AID 504692, 2011 | activation, % at 9.3 µM; in the data active = activation mostly above about 9.5%, no sharp cut-off; inactive = mostly below about 7.6%;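 note: 0% = cells with vehicle only and 100% = reference agonist; strong numbers were not always called active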
PKA-R1A activ: activators of PKA-R1A holoenzyme, primary screen, biochemical, fluorescence polarization, Cy5-IP20, bovine R1A, mouse PKAc. cAMP-dependent protein kinase type I-alpha regulatory subunit (Bos taurus) + …. hit rate 0.083% among 340,000. AID 504707, 2011. activation, % at 11.4 µM. PKA-R1A dissociation; scaled: DMSO 0%, 113 µM cGMP 100%;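 active = percent activation above the mean of all tested compounds plus 3 SD, cut at about 19% in these data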;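 note: higher means more PKAc released from R1A so a rise in polarization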
* marks the source's active call; other numbers are inactive results; ? = inconclusive; nt = not tested or not shown.

SMILES	PKA-R2B act	SUMO Mot1 rescue	Ecoli viability	DAGLB inh	phage Ecoli inh	CDK5 p35 inh	HTR5A inv ag	AddAB inh	Tat export inh	HTR5A ag	PKA-R1A activ
COc1ccccc1N1C(=NC(=O)CCc2ccccc2)SC2CS(=O)(=O)CC21 (stereo not given)	2	8	0.2	-6	1.6	nt	-14	1.6	?	6	-3
COc1ccc(/C=C/C(=O)NC(=S)NNC(=O)Cc2cccs2)cc1	3	nt	-4.5	2	0.1	-1.3	9	-4.0	-4	-7	4
CN(C)c1ccc(/C=N/NC(=O)CCc2c[nH]c3ccccc23)cc1	-4	-9	-1.2	1	2.5	0.7	9	-2.8	-2	3	7
Cc1ccc(-c2nc(S(=O)(=O)c3ccc(F)cc3)c(SCC(=O)NCC3CCCO3)o2)cc1 (stereo not given)	2	2	-2.4	-3	3.1	-1.3	5	1.0	-6	-2	-4
COc1ccc(NC(=O)CCC(=O)c2ccc(C(C)C)cc2)cc1	0	-8	nt	-8	3.6	0.1	-10	nt	-2	1	-6
O=C(NCCCN1CCCC1=O)c1ccc(Cl)c(S(=O)(=O)N2CCCCC2)c1	-10	-12	-1.0	-2	2.8	1.9	-12	2.1	0	5	-5
O=[N+]([O-])c1cc(-c2ccc(/C=N/c3nc4ccccn4c3-c3ccco3)o2)ccc1Cl	14	-2	-1.2	7	3.5	-0.7	1	0.2	1	-2	-4
COc1cccc(/C=N/Nc2nc3ccccc3[nH]2)c1OC	-1	-18	2.6	-3	2.5	0.9	8	2.9	-5	-2	-11
Cc1cccc(-c2cc(C(=O)NCc3ccccn3)c3ccccc3n2)c1	-8	-2	-1.4	-1	4.8	-0.2	2	-1.7	-5	-1	-1
O=C(c1cc(Cl)nc2ccccc12)N1CCN(Cc2ccc3c(c2)OCO3)CC1	-6	57	-1.1	0	2.9	0.3	1	0.3	-4	0	-8
O=C1C(=O)N(CCS(=O)(=O)c2ccccc2)c2ccccc21	-6	0	-1.8	2	1.1	1.9	12	3.0	-4	-1	-9
CC1CC(C)CN(S(=O)(=O)c2ccc(C(=O)N3CCCC3)cc2)C1 (stereo not given)	4	-10	0.4	-2	2.0	-1.0	-8	0.4	2	0	-5
CCC(C(=O)NCc1ccco1)n1nc(C)c2c(C)n(-c3ccccc3)nc2c1=O (stereo not given)	4	3	0.4	1	0.6	0.4	4	3.5	-1	-3	-5
O=C(O)CN1C(=O)CNC1=O	-6	nt	0.6	1	1.9	1.0	3	0.6	-3	1	0
COc1ccc(C(NC(C)=O)c2nccc3cc(OC)c(OC)cc23)cc1OC (stereo not given)	-9	57	nt	1	-1.4	-0.9	2	nt	10	4	-4
O=C(CCN(NC(=O)c1ccccc1)C1=NS(=O)(=O)c2ccccc21)NC1CCCCC1	-7	11	-1.0	0	0.2	-0.9	14	3.2	-2	2	-9
CC(=O)c1cc2c(cc1N/C(=N/S(=O)(=O)c1ccc(Br)cc1)c1ccccc1)OCO2	0	nt	-1.9	3	-0.5	5.3	-24	-0.7	2	-1	-1
CCCCN(Cc1ccccc1)S(=O)(=O)c1ccc2[nH]c(=O)oc2c1	-9	nt	-1.3	-1	1.1	-0.2	-36	3.0	1	3	-3
COc1ccc(Cn2ccnc2SCC(=O)Nc2cccc(NC(C)=O)c2)cc1	0	-30	1.9	-1	4.0	0.4	10	0.2	-7	-4	-12
Cc1ccc(SCC2=NN(c3nc(C)cc(C)n3)C(=O)C2)cc1	7	2	0.8	11	3.8	0.2	20	1.9	5	-2	-1
O=C(COC(=O)CSc1nnc(-c2ccc(Cl)cc2)o1)Nc1cc(Cl)cc(Cl)c1	0	-14	0.9	-4	5.3	0.8	16	3.1	-3	0	13
Nc1ccc(S(=O)(=O)NNC(=O)C(=O)NNc2ccccc2)cc1	-5	405*	4.3	-2	1.8	-1.0	-2	3.1	5	1	-15
COCCN=C(NS(=O)(=O)c1cccs1)c1ccccc1Cl	-2	11	-0.3	0	7.4	-2.2	-14	-0.3	-1	5	5
CC(C)(C)NC(=O)CSc1nc2ccccc2n1-c1ccccc1	3	-20	-1.2	-2	3.3	-0.9	0	3.5	14	2	2
c1ccc(-c2csc(Cc3nnc4n3CCCCC4)n2)cc1	-3	46	1.6	2	3.3	0.4	17	-0.3	-4	-2	-8
Cc1ccc(OCC(=O)NNC(=S)NC(=O)C(C)(C)C)c(Br)c1	-22	-13	-3.1	-1	2.1	0.0	-2	-5.1	-9	1	-10
Cc1[nH][nH]c(=O)c1C(c1cc2c(cc1Br)OCO2)c1c(C)[nH][nH]c1=O	0	-15	-0.9	1	4.9	2.6	3	-2.1	4	-1	2
COC(=O)c1ccc(NC(=O)c2cccnc2)cc1	-2	4	-1.4	2	5.1	-8.9	-5	1.9	3	1	-8
CCN(c1ccccc1)S(=O)(=O)c1nnc(NC(=O)C(C)(C)C)s1	-11	-17	3.6	0	-0.5	1.1	-10	1.4	-3	2	-9
COc1ccc(OC)c(S(=O)(=O)N2CCN(c3ccccc3)CC2)c1	0	-8	0.0	-1	3.7	0.3	1	1.2	-3	0	-1
Cc1ccc(S(=O)(=O)Nc2cc(=O)[nH]c(SCC(=O)Nc3cccc(C)c3)n2)cc1	-1	-6	-0.1	3	2.0	-1.6	2	1.7	-11	-6	-4
COCCOC(=O)c1c(NC(=O)COC(=O)c2ccc(C)o2)sc(C(N)=O)c1C	3	-5	-1.1	-2	-1.2	-1.6	9	-2.6	-18	0	-7
CSc1ccc(-c2nc3cnccn3c2Nc2ccc3c(c2)OCO3)cc1	-3	-2	0.2	2	nt	-0.5	13	1.3	5	-3	-10
CC(=O)N(C)c1cccc([N+](=O)[O-])c1	7	11	2.1	-2	3.9	0.6	4	1.3	-7	-3	-2
Cc1ccc(-c2cn3c(=S)[nH]nc3s2)cc1	4	12	-1.0	-2	1.7	0.8	14	1.5	-14	-3	-11
COc1cc(C(=O)OC2CCOC2=O)cc(Cl)c1OC (stereo not given)	-14	3	-0.1	-3	1.5	-1.2	-4	5.2	-24	5	-1
COc1ccccc1NC(=S)NC(=O)c1c(-c2ccccc2Cl)noc1C	-1	-11	0.9	-10	1.6	-1.2	5	1.2	0	-2	-5
Cc1ccc(OCc2cc(C(=O)NCc3cc(F)ccc3C)no2)cn1	-8	nt	nt	-1	3.0	0.2	21	nt	10	2	-4
O=c1[nH]cccc1-c1nc2cc(Cl)ccc2n1Cc1ccccc1	-9	38	-0.4	-1	0.9	0.2	0	-0.9	10	0	-6
COc1ccc(CN2CCN(c3ncccn3)CC2)c(OC)c1	-2	-1	-2.1	1	-1.0	-4.4	0	2.1	7	0	9
CCOC(=O)C1C(=O)CC(C)(O)C(C(=O)OCC)C1c1ccc(Br)cc1 (stereo not given)	2	5	4.0	-2	0.9	-0.3	1	3.3	10	-1	7
COc1ccccc1C(=O)NCC(=O)NCCc1ccc(Cl)cc1	1	5	-4.1	0	-0.4	-0.9	-11	-1.4	5	4	-1
Cc1cc(C)c2oc(C(=O)N3CCN(Cc4ccccc4)CC3)cc(=O)c2c1	0	-1	2.4	-2	-0.6	-1.2	1	-0.1	5	0	1
CN(C)n1cccc1/C=C(\C#N)S(=O)(=O)c1cccc(Cl)c1	nt	-5	-1.3	nt	3.7	-0.8	nt	1.1	6	nt	nt
COC(=O)c1ccc(/C=C/c2c(-c3ccc(OC)cc3)oc3ccc(N4CCOCC4)cc23)cc1	-1	-9	0.7	-3	3.8	0.5	-4	4.2	-4	-4	0
O=C(CSc1nnnn1-c1ccccc1F)Nc1nc2ccccc2s1	-12	10	2.4	-2	3.0	-1.4	-6	-0.2	-3	3	-1
c1ccc(OCc2nnc3sc(C4COc5ccccc5O4)nn23)cc1 (stereo not given)	-10	15	-0.9	3	2.1	-5.3	1	2.7	6	0	-15
CCOc1ccc(C(C(=O)NC2CCCC2)N(C(=O)CNC(=O)c2ccco2)c2cccnc2)cc1 (stereo not given)	-15	6	-1.8	-1	1.5	-1.9	-19	1.1	3	-4	-4
CCc1ccc([C@@H]2CC=C(C(=O)O)[C@H](c3cccc(Cl)c3)N2S(=O)(=O)c2ccc(C)cc2)cc1	-1	24	-0.4	15	1.9	-1.9	2	1.3	19	1	2
Cc1c(N(C)S(=O)(=O)c2ccc(Cl)c(C(=O)NCC3CCCO3)c2)c(=O)n(-c2ccccc2)n1C (stereo not given)	-6	nt	nt	-1	-3.7	-2.1	-17	nt	-5	7	-4

Next part:
SMILES	PKA-R2B act	SUMO Mot1 rescue	Ecoli viability	DAGLB inh	phage Ecoli inh	CDK5 p35 inh	HTR5A inv ag	AddAB inh	Tat export inh	HTR5A ag	PKA-R1A activ
CCCN(CCC)C(=O)Cn1c2ccccc2c2nc(=O)cc(C)n21	0	-22	-1.0	-1	1.7	-0.9	-5	-3.5	-2	2	5
CC(=O)ONC(=Nc1ccccc1)c1nonc1N	-1	-7	-1.5	0	1.2	-0.5	15	0.6	14	-3	-14
O=C(NCc1ccc(/C=N\NC(=O)C(=O)Nc2ccccc2Br)o1)C(=O)Nc1ccccc1	1	-26	1.4	3	3.8	-6.5	-10	7.4	4	3	5
Cc1ccccc1N(C(=O)c1csnn1)C(C(=O)NC(C)(C)C)c1cccs1 (stereo not given)	1	1	-1.1	-1	2.9	1.2	-20	2.0	-4	-11	-6
COc1ccc(-c2nc(SC)n(S(=O)(=O)c3ccccc3)n2)cc1	-4	11	-0.5	-1	2.6	-1.1	-14	-0.3	9	6	-14
O=C(N/N=C/c1ccc(O)cc1)c1nc(-c2ccccc2)n(-c2ccccc2)n1	2	8	0.3	2	0.9	-1.3	15	2.0	2	1	4
COc1ccc(CC(=O)Nc2cc(S(=O)(=O)N3CCCCC3)ccc2C)cc1OC	-11	nt	-0.1	1	2.7	0.2	4	0.3	1	-1	-8
CC(=O)N1CCN(CC(=O)Nc2ccc(C)c(S(=O)(=O)N(C)C)c2)CC1	0	0	0.8	-1	3.2	-0.7	1	0.2	-15	-1	1
CCN(CC)C(=O)c1cccc2nc3ccccc3nc12	0	-4	-2.9	-1	2.3	-1.2	11	0.0	-1	2	-2
